High-throughput results: PubChem BioAssay, Sanford-Burnham Center for Chemical Genomics
tim10-1 inh – tim10-1 yeast growth inhibition; S. cerevisiae tim10-1 ts strain growth, BacTiter-Glo, 24 h; inhibition, % at 20 µM; 330,000 tested, 2.2% active;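 active means inhibition of at least 40%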;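 further: mutant grown at 25 °C; 0% = DMSO wells with yeast and 100% = wells holding no yeast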
Mdm2-MdmX inh – inhibitors of human Mdm2/MdmX interaction | SaOS-2 split-luciferase Mdm2/MdmX complementation, luminescence | 330,000 tested, 3% active | inhibition, % at 8 µM | O15151+Q00987;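 active means inhibition of at least 50% at 8 µM in the primary screen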
XBP1 UPR activ – adaptive UPR (XBP1) activation; CHO-XBP1 luciferase reporter, IRE1-XBP1 UPR activation, luminescence; percent of tunicamycin response, DMSO as zero; 330,000 tested, 0.33% active; AID 463104; activation, % at 20 µM;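 active means versus positive control, 20 µM dose yields 30% or more activation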;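 further: 100% = tunicamycin at 10 µg/mL and 0% = DMSO only wells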
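Material: CHO cell line with stable XBP1 luciferase reporter; buffer or medium: F12 medium containing 10% fetal bovine serum; compound: single point, 20 µM final compound, 1% DMSO; incubation: 6 h treatment, 37 °C; measured by: glow luminescence from Steady-Glo reagent; evaluation: activation, % of tunicamycin; control set: tunicamycin high, DMSO low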
GRIN3A LBD mod – modulators (binders) of human NR3A ligand-binding domain. NR3A LBD differential scanning fluorimetry, Tm shift; 0% = protein alone, 100% = glycine-bound protein. Tm shift relative to glycine control, % at 25 µM. 340,000 tested, 2.5% active. AID 1259313;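 active means melting temperature shift of at least 10% of the positive control shift, at one fixed dose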
TIM10 inh – TIM10 yeast growth inhibition; S. cerevisiae TIM10 strain growth, BacTiter-Glo luminescence, 24 h; inhibition, % at 10 µM; 330,000 tested, 1.4% active;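 active means inhibition of 40% or more at the single tested concentration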;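 further: wild-type TIM10 isogenic control strain grown at permissive 25 °C; 0% = DMSO yeast wells and 100% = minimal medium wells without yeast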
NLRP3 yeast inh – inhibitors of NALP3 inflammasome in yeast; AID 2825; Yeast reconstituted NLRP3/ASC/caspase-1, beta-gal luminescence, 24 h; inhibition, % at 10 µM; 330,000 tested, 0.39% active;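 active means inhibition of 50% or more; inactive means inhibition below 50%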;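 further: plate controls were induced DMSO wells for no effect and uninduced yeast grown without galactose for full effect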
APJ agonist – APJ receptor agonism. P35414. 330,000 tested, 0.11% active. CHO-K1 APJ PathHunter beta-arrestin, luminescence; 0% DMSO wells, 100% apelin. activation, % at 20 µM. AID 2520;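 active means activation more than six SD over the plate average, tested at 20 µM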;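 further: 0% = DMSO alone and 100% = apelin-13 at 10 nM; some results filed as inactive read as strong as hits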
Target sequence (P35414 whole entry, looked up): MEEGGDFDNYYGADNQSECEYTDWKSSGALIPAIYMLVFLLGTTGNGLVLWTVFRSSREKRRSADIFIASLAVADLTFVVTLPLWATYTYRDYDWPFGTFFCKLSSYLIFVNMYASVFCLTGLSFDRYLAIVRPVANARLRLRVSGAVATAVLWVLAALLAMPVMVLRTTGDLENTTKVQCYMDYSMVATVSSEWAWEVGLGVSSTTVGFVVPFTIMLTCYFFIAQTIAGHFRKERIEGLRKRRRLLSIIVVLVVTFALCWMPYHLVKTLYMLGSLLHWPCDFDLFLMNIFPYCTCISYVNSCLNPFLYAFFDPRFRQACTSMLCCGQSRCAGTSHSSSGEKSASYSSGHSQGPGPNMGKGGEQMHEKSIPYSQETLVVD
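system = engineered CHO-K1 APJ arrestin reporter cells | input = 1000 cells per well | timing = overnight seeding, 90 min compound at 25 °C, 1 h detection | measured by = enzyme-fragment complementation luminescence | read-out = beta-arrestin recruitment to APJ as agonist activity, luminescent signal | control set = negative DMSO alone, positive Apelin-13 at 10 nM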
UPR CHOP act – apoptotic UPR (CHOP) activation | 330,000 tested, 0.34% active | CHO-CHOP luciferase reporter, luminescence; percent of tunicamycin response over DMSO baseline | activation, % at 10 µM | AID 449763;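 active means at 10 µM dose, activation of 40% or more, normalized to positive control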;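 further: 100% = tunicamycin at 10 µg/mL and 0% = DMSO alone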
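Test system: CHO CHOP reporter cells. Input: 500 CHO-CHOP cells per well. Medium: F12 with 10% FBS. Technique: luciferase luminescence. Measure: percent activation relative to tunicamycin control. Dosing: 10 µM compound, 0.5% DMSO. Timing: 16-18 h cell attachment, then 6 h compound exposure, 37 °C.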
tim23-1 inh – growth inhibitors of tim23-1 mutant yeast | S. cerevisiae tim23-1 growth, BacTiter-Glo luminescence, 24 h | inhibition, % at 20 µM | 330,000 tested, 1.3% active;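 active means growth inhibition of the mutant yeast at or above 50%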;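 further: temperature-sensitive mutant grown at 25 °C; plate controls were DMSO-treated mutant yeast for no effect and medium wells lacking yeast for full effect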
Starred values were filed as active, the others as inactive.

Values run as follows: tim10-1 inh	Mdm2-MdmX inh	XBP1 UPR activ	GRIN3A LBD mod	TIM10 inh	NLRP3 yeast inh	APJ agonist	UPR CHOP act	tim23-1 inh
COc1ccccc1N1CC(C(=O)Nc2ccc(S(=O)(=O)N3CCOCC3)cc2)CC1=O (stereo not given)
 : 5	2	0	3	8	4	6	-0.6	11
CCCc1nc2c(=O)n(C)c(=O)[nH]c2n1C
 : -16	-24	0	0	-5	17	1	0.1	-5
CCn1c(=S)[nH]c2cc(C(=O)OC)ccc2c1=O
 : 5	-11	1	-1	1	-16	-4	0.6	-9
COc1cccc(CNC(=O)CCS(=O)(=O)c2cccc3nonc23)c1
 : 8	-5	3	2	-19	-7	9	-1.4	27
CN(C)CCCNC(=O)/C=C/c1ccc2c(c1)OCO2
 : 0	-12	-3	10	-22	16	-3	-0.6	12
COc1cc(C(C)=O)ccc1OCC(=O)NCC(c1ccc(F)cc1)N1CCOCC1 (stereo not given)
 : 8	0	-4	1	-2	2	-2	0.7	13
CCOC(=O)C1=C(N)Oc2c(oc(CO)cc2=O)C1c1ccc(F)cc1 (stereo not given)
 : 8	-8	-5	0	-7	10	-2	-1.6	14
Cc1ccc(C)c(OC(=O)c2cccc(S(=O)(=O)N3CCN(C)CC3)c2)c1
 : 42*	-14	-1	-1	25	14	3	1.1	34
CCc1ccc(N2CC(C(=O)NCCC3=CCCCC3)CC2=O)cc1 (stereo not given)
 : 33	-1	-4	-22	22	11	-5	-0.6	43
CC(C)CNC(=S)N1CCC(c2nc(-c3ccc(F)cc3)no2)CC1
 : 38	5	0	-6	30	-37	-4	-2.1	35
Cc1ccc(C(=O)CC2(O)C(=O)N(Cc3ccc4c(c3)OCO4)c3ccccc32)cc1 (stereo not given)
 : 11	13	-3	0	5	12	3	-1.5	30
NC(=O)c1nsc(C(=O)N(c2ccccc2)C(C(=O)NC2CCCC2)c2ccncc2)c1N (stereo not given)
 : -33	27	1	-1	-11	14	-3	0.3	-3
CN(CC(=O)N1CCN(c2ccccn2)CC1)S(=O)(=O)c1ccccc1
 : -4	4	-1	-1	-15	16	-2	-1.3	3
Cc1cc(O)c2c(c1)C(=O)c1cc(O)cc(O)c1C2=O
 : 45*	4	-1	10*	24	44	-1	4.4	44
COc1ccccc1NS(=O)(=O)c1cc(NC(=O)C(C)(C)C)ccc1N1CCOCC1
 : 7	-8	-2	1	10	25	8	2.8	5
O=C1CC(O)(C(F)(F)F)Oc2c1ccc1ccccc21 (stereo not given)
 : 11	20	2	-10	26	16	-3	0.2	49
CCOC(=O)[C@H]1[C@H]2COc3ccc(C)cc3[C@@H]2N2C(=O)CN(Cc3ccc(OC)cc3)C(=O)[C@@]12C
 : 15	-12	-2	2	16	5	-2	0.0	16
N#CCCN(C(=O)COC(=O)c1ccc(CNS(=O)(=O)c2ccc(F)c(Cl)c2)cc1)c1ccc(F)cc1
 : 16	-5	-1	1	10	10	2	-0.8	12
Cc1cccc(-c2noc(CCCC(=O)NC3CCCC3)n2)c1
 : -12	-3	-7	-5	12	15	-1	-2.2	4
COc1ccc(C(=O)C2CCCN(S(=O)(=O)C(C)C)C2)c(C)c1 (stereo not given)
 : 13	-24	1	0	6	11	-1	-1.5	13
O=C1CCCC2=C1C(c1ccsc1)CC(=O)N2c1ccccc1 (stereo not given)
 : 19	4	3	-2	-4	-6	-2	-2.7	21
O=C(O)COCC(=O)N1CCN(C2c3ccccc3-c3ccccc32)CC1
 : 5	26	2	-1	14	19	0	0.3	8
Clc1ccc(CN2CCCCCC2)cc1Cl
 : 13	-5	-6	1	-1	-9	-4	0.7	14
CCC(C)NCCOCCSc1ccc(Cl)cc1 (stereo not given)
 : 8	-7	1	0	1	26	-7	0.5	-16
CCC(C)[C@H](NC(=O)[C@H](Cc1ccccc1)n1c(=O)[nH]c2ccccc2c1=O)C(=O)N1CCC[C@@H]1C(=O)O (stereo not given in full)
 : 19	-29	-5	0	0	-15	8	-1.0	1
CC1=CC(C)C2C(=O)N(O)C(=O)C2C1 (stereo not given)
 : 10	17	1	1	-3	18	2	-0.7	8
O=C(COC(=O)COc1ccc(Br)cc1)NCc1ccc2c(c1)OCO2
 : 16	-27	-3	-1	-1	9	-6	-1.0	12
CS(=O)(=O)N(CC(=O)NC1CCCCCC1)Cc1ccc(Cl)cc1
 : 32	-36	-1	-3	1	-1	0	-2.3	35
CCC(CC)c1nnc(NC(=O)c2ccco2)s1
 : 29	3	2	0	30	19	0	0.7	37
COc1ccccc1N1CCN(/N=C/c2cccc(OC)c2OC)CC1
 : 8	9	0	0	-2	15	-3	1.4	25
O=C1C2C3C=CC(C3=C(c3ccccc3)c3ccccc3)C2C(=O)N1Cc1ccccc1 (stereo not given)
 : 34	79*	-3	-1	17	18	-3	-3.5	16
COc1ccc(CCNc2c([N+](=O)[O-])c(=O)oc3ccccc23)cc1OC
 : 11	10	-3	-1	-1	16	-2	-1.9	4
C=CCNC(=S)N/N=C/c1ccc(OCc2ccccc2)cc1
 : 0	11	-2	-5	-26	9	-4	-1.3	-6
CCc1sc(C(=O)NCc2ccccc2)cc1C
 : -2	-14	0	-2	-10	26	-2	1.4	18
O=C(OCc1cc(=O)n2ccsc2n1)c1ccccc1O
 : -1	-8	1	0	2	14	-3	4.1	12
CCc1cc2c(=O)n(Cc3ccco3)c(SCC(=O)N(C)C3CCS(=O)(=O)C3)nc2s1 (stereo not given)
 : 14	-12	0	0	3	-2	-5	1.8	-3
O=C(Nc1ccc(Cl)cc1Cl)NC1CCCC1
 : 2	0	1	1	-2	36	2	4.3	7
O=C(Nc1ccccc1-c1ccccc1)c1ccccc1Br
 : -2	-17	-5	-1	-14	26	0	0.1	30
CN(C)c1ccc(N=Cc2nc(-c3ccccc3)oc2OC(=O)c2cccc(Cl)c2)cc1
 : 1	-170	4	-2	16	26	-4	40	9
O=C(Nc1n[nH]c(C(F)(F)F)n1)C1CC1
 : 2	-1	1	-1	-14	15	-5	1.2	5
Cc1ccc(-c2ccc(/C=N/c3ncn[nH]3)o2)cc1Cl
 : -2	7	1	1	1	19	0	-1.8	2
C=CCc1cccc(/C=N/n2cnnc2)c1O
 : 22	-25	1	0	13	17	-5	-0.8	24
C#CCOCCOCCOCCNc1nc(N2CCN(C(=O)[C@H]([C@@H](C)CC)n3cc(CCCCN)nn3)CC2)nc(N2CCN(C(=O)[C@H](CCCCN)n3cc(CCC(=O)O)nn3)CC2)n1
 : -11	6	-2	0	6	15	2	0.8	-3
CCOc1ccccc1OC(=O)CN1C(=O)c2ccccc2C1=O
 : 16	-8	-3	-1	5	19	-2	1.9	11
O=C(CCNS(=O)(=O)c1ccc2[nH]c(=O)oc2c1)Nc1ccccc1
 : -2	6	-7	-2	-6	22	-3	-2.1	6
Cc1ccc(C(C)C)cc1S(=O)(=O)NCc1cccnc1
 : 6	4	1	1	-11	1	-6	-1.9	8
CC(OC(=O)/C=C/c1ccccc1Cl)C(=O)NC1CCCCC1C (stereo not given)
 : 0	-3	-1	-1	-2	11	1	-1.1	-1
CCC1(CC)Cc2ccccc2-c2nc(NN)[nH]c(=O)c21
 : 13	-20	-3	-1	13	-4	-7	0.0	49
CCOc1ccccc1N(CC(=O)NC(C)(C)C)C(=O)c1ccc(CN2CCOCC2)o1
 : 12	0	0	1	12	-6	-2	2.6	2
CCCc1c2c(cc3c(=O)cc(C(=O)OCC)oc13)CCCC2
 : 13	8	0	1	-18	12	-3	-0.4	29
CC(C)c1ccc(NC(=O)CSc2n[nH]c(=O)n2-c2cccnc2)cc1
 : 1	23	1	1	-6	2	3	-0.1	11
COc1cccc(NC(=S)N(Cc2ccc(Cl)cc2)Cc2ccc(C(=O)O)cc2)c1
 : -7	12	5	-33	3	22	-2	-0.7	9
O=C1c2ccccc2NC(c2cccnc2)N1c1ccccc1F (stereo not given)
 : 10	-15	1	-1	24	11	-4	0.2	7
CC(=O)Nc1ccc(S(=O)(=O)NCCc2c[nH]c3ccc(C)cc23)cc1
 : -11	10	-6	4	-1	13	-4	-0.5	0
COc1ccc(C(=O)c2c(C)oc3ccc(O)cc23)c(OC)c1
 : 13	-29	0	3	-28	22	-2	-0.1	26
c1ccc(CCN2CN=C(Nc3nc4ccccc4o3)NC2)cc1
 : 3	-22	3	0	-4	-9	-2	4.0	3
CC(=O)NCCC(=O)Nc1cc(S(=O)(=O)N2CCCCC2)ccc1Oc1ccccc1
 : 15	5	0	0	18	8	-1	1.6	-4
CC(C)n1cc(/C=C2/SC(=O)N(CC(=O)Nc3ccc4c(c3)OCO4)C2=O)c2ccccc21
 : 11	16	0	-11	-6	-6	-2	-1.5	6
CC(C)(C)c1ccc(OCCOCCn2cnc3ccccc3c2=O)cc1
 : 20	-9	0	-1	26	4	-3	0.3	27
Cc1c(C)n(Cc2ccccc2)c2ncnc(NN)c12
 : -1	13	12	-1	-2	45	-4	0.2	11

Laid out differently: results already given
Compound	tim10-1 inh	Mdm2-MdmX inh	XBP1 UPR activ	GRIN3A LBD mod	TIM10 inh	NLRP3 yeast inh	APJ agonist	UPR CHOP act	tim23-1 inh
Cc1ccc(C(C)C)cc1S(=O)(=O)NCc1cccnc1	6	4	1	1	-11	1	-6	-1.9	8
CC(OC(=O)/C=C/c1ccccc1Cl)C(=O)NC1CCCCC1C (stereo not given)	0	-3	-1	-1	-2	11	1	-1.1	-1

New compounds follow:
Values run as follows: tim10-1 inh	Mdm2-MdmX inh	XBP1 UPR activ	GRIN3A LBD mod	TIM10 inh	NLRP3 yeast inh	APJ agonist	UPR CHOP act	tim23-1 inh
CC(C)CN(C(=O)COC(=O)c1nc(Cl)ccc1Cl)C1CCS(=O)(=O)C1 (stereo not given)
 : 20	12	-4	-2	8	12	3	-2.4	5
CCN(CC)S(=O)(=O)c1ccc(Cl)c(NC(=O)COC(=O)c2nc3nc(C)cc(C)n3n2)c1
 : -1	-9	-1	1	5	11	2	0.7	8
CCn1c(SCC(=O)NCC2CCCO2)nc2c(c1=O)SC(C)C2 (stereo not given)
 : 4	13	-1	-1	-4	12	-3	-2.7	-1
CCOC(=O)CSc1nnc(-c2ccccc2OC)o1
 : 19	37	0	0	-4	2	-4	0.9	-6
Cc1ccc(Cn2ncc(Cl)c(Cl)c2=O)cc1
 : 18	80*	2	0	6	-3	-1	42*	19
Cn1c(NC2CCCCC2)cc(=O)n(C)c1=O
 : 4	26	-3	6	-11	10	-2	0.1	2
COC(=O)c1[nH]c2cccc(OC)c2c1NC(=O)CCN1CCN(c2ccccc2OC)CC1
 : 8	-9	-4	0	3	2	-2	0.7	-5
COCCCOc1cc(NCc2ccccc2)c2ncn(C(C)C)c2c1
 : 28	13	-2	1	14	14	-2	-0.7	35
Nc1oc2ccccc2c(=O)c1C=O
 : -4	7	-3	0	-2	16	1	-0.5	7
Fc1ccccc1Cc1nnc2n1N=C(c1ccc(Cl)cc1)CS2
 : 14	23	-2	-2	-10	19	-2	-2.9	13
Cc1ccc(Cl)c(OCC(=O)Nc2ccc3c(c2)OCCO3)c1
 : 2	-118	-1	0	1	21	-6	5.4	-10
